IL-2 act: IL-2 activation. IL-2 activation reporter assay, cell-based qHTS; stimulated with anti-CD3/CD4/CD28 beads; in transgenic mouse T cells. activation, % (series mostly up to about 46 µM). hit rate 0.065% among 360,000. AID 652025; in the data active = activation above about 50%; inconclusive = mostly about 30% to 49%; also: 0% is about no effect
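Unstimulated transgenic mouse T cells, 750 per well, received compound and, after 60 minutes, anti-CD3/anti-CD4 bead plus anti-CD28 stimulation. EGFP and DsRed were quantified after 18 hours.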
WRN helicase inh: WRN helicase (human) inhibition | Q14191 | WRN helicase unwinding, fluorescent forked duplex, kinetic | Potency, µM (highest dose often 114 µM), without a hit: at the top dose activity change, negative = inhibition, most hits filed as inhibitors | hit rate 0.46% among 360,000; also: potency is read from the fitted curve at half-maximal effect; % is scaled to controls: 0 for no effect and ±100 for the full control effect; nearly all actives have a fitted effect of over 55% in size
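Primary qHTS, 1536-well format. 20 nM WRN + compound, 15 min RT; start with 100 nM forked fluorophore/quencher duplex, 2 mM ATP (final); kinetic read ex 525/em 598 nm.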
EPAC1 antag: EPAC1 (human) antagonism | EPAC1 GEF assay, Rap1b-BODIPY-GDP exchange fluorescence | O95398 | AID 720709 | Potency, µM (series often up to 115 µM), without a hit: top-dose activity change, negative = inhibition, actives largely listed as inhibitors | hit rate 0.14% among 360,000;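 also: potency is read from the fitted curve at half-maximal effect; plate controls were vehicle for no effect and positive control for full effect; nearly all actives have a fitted effect of over 50% in size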
PLK1 PBD inh: PLK1 (human) polo-box domain binding inhibition | Plk1 PBD binding of FITC phosphopeptide, fluorescence polarization | Potency, µM, inactives show max response, negative = inhibition, actives largely listed as inhibitors | hit rate 2.8% among 360,000; also: potency is read from the fitted curve at half-maximal effect; series mostly up to about 57 µM; % is scaled to controls: 0 for no effect and ±100 for the full control effect; nearly all actives have a fitted effect of over 65% in size
Target sequence (P53350 whole entry, looked up, the tested form may be a part): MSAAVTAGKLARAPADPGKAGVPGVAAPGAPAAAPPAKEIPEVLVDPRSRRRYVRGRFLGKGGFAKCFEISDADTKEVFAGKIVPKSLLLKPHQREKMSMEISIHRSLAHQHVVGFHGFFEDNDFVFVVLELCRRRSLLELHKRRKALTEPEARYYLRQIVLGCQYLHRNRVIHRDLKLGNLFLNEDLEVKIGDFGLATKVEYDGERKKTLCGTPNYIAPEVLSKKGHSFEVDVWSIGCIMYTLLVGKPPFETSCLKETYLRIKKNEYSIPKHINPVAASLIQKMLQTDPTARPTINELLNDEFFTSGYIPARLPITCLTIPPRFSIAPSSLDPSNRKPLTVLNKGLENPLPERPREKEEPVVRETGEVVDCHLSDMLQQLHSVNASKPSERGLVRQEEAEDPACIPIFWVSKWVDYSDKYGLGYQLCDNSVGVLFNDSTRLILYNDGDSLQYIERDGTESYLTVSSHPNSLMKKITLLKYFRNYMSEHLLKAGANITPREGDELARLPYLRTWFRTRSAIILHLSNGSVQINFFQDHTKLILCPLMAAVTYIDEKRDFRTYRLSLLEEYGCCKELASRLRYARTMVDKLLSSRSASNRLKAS
FUS yeast rescue: suppressors of FUS proteinopathy in yeast; S. cerevisiae FUS-expressing, growth rescue, OD600, 24 h; Potency, µM (series often up to 76.6 µM), inactives show at the highest dose growth rescue (activation), actives largely listed as activators; hit rate 0.24% among 390,000;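 also: potency is read from the fitted curve at half-maximal effect; plate controls were DMSO vehicle for no effect and reference control for full effect; nearly all actives have a fitted effect of over 55% in size; some results filed as inactive show a strong effect at the top dose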
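Yeast expressing FUS under galactose induction, OD 0.005 in 2% galactose medium; compounds in a dilution series, 24 h at 30C. Growth rescue by absorbance at 600 nm; CP55940 positive control, DMSO negative.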
Abeta yeast res: A-beta toxicity reversal in yeast; yeast expressing A-beta42, growth rescue, OD600, 48 h; response scale: 0% DMSO, 100% iron-clioquinol control; Potency, µM (titrated, usually from 46.1 µM), inactives show at the top dose growth rescue, actives largely listed as activators; hit rate 0.063% among 410,000; also: potency is read from the fitted curve at half-maximal effect; nearly all actives have a fitted effect of over 55% in size
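Yeast A-beta toxicity model in growth medium with pinned compounds, 48 h at 30 C; growth read as absorbance at 600 nm. Normalized to FeCl3/clioquinol equimolar mix (positive) and DMSO (negative).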
EPAC1 agonist: activates human EPAC1 exchange factor. O95398. EPAC1 agonist qHTS, biochemical assay; response scale: 100% = response to 6.5 mM cAMP. Potency, µM (doses to about 154 µM), for the others: top-dose activation, actives largely listed as activators. hit rate 0.073% among 360,000; also: potency is read from the fitted curve at half-maximal effect; nearly all actives have a fitted effect of over 60% in size
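Nucleotide exchange by EPAC1 (100 nM) on Rap1B–BODIPY-GDP (250 nM) in the presence of 50 uM GDP is tracked fluorescently at 480/540 nm over 30 min. Signals are normalized to a 6.5 mM cAMP control.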
PI5P4Ka inh: inhibitors of human PI5P4K alpha; P48426; PI5P4Kalpha enzyme, ADP-Glo luminescence, 60 min; stronger effect = lower value; max response, %; hit rate 1.2% among 330,000; active = max response of -50% or lower; inconclusive = between -30% and -50%; inactive = -30% or higher; also: value at the top dose of about 77 µM; % is scaled to controls: 0 for no effect and ±100 for the full control effect
Target sequence (P48426 whole entry, looked up): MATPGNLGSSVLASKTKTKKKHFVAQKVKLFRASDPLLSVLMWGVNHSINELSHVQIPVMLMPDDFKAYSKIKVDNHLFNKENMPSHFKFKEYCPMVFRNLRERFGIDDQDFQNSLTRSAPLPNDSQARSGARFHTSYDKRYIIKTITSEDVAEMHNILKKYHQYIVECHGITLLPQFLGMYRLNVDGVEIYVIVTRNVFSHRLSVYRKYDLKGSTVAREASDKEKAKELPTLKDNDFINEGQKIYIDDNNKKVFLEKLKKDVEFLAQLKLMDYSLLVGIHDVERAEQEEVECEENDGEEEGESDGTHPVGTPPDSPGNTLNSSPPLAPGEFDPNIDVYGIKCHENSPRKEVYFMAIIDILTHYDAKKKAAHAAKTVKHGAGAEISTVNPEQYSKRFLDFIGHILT
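Reactions run in 0.038 M HEPES pH 7.4, 0.28 mM EGTA, 0.1% CHAPS and 5% DMSO, with PI5P4Kalpha, substrate, compound and 5 microM ATP final, one hour at room temperature. Readout is ADP-Glo luminescence.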
An asterisk follows results filed as active; [ ] = another dose, or the depositor's remark. Unless noted, calls follow the shape of the dose curve; as a rule, active = well fitted curve in the direction sought with a large enough effect; inconclusive = small, poorly fitted or top-dose-only effect, or another doubt; inactive = no such curve, though single readings can be large; an effect the other way counts as inactive or inconclusive.

For COCCNC(=S)N/N=C(\C)c1cccc(C(F)(F)F)c1 the results were IL-2 act -0.5, WRN helicase inh 2.1%, EPAC1 antag -8.9%, PLK1 PBD inh -5.1%, FUS yeast rescue 19.8%, Abeta yeast res 11.2µM*, EPAC1 agonist -4.1% and PI5P4Ka inh -9.4.
For COc1ccc(CCNC(=O)Cn2nc(C(=O)O)c3ccccc3c2=O)cc1OC the results were IL-2 act 1.5, WRN helicase inh 6.5%, EPAC1 antag -4.1%, PLK1 PBD inh -13.4%, FUS yeast rescue -0.1%, Abeta yeast res -3.8%, EPAC1 agonist 0.4% and PI5P4Ka inh -5.9.
`CC(=O)c1ccc(N2CCc3ccccc3C2)c([N+](=O)[O-])c1` gave IL-2 act -0.1, WRN helicase inh -1.0%, EPAC1 antag -7.4%, PLK1 PBD inh -4.1%, FUS yeast rescue 10.8%, Abeta yeast res -23.6%, EPAC1 agonist 9.6% and PI5P4Ka inh 0.8.
For O=C(COc1ccc2c(c1)CCC2)NCc1ccccc1 the results were IL-2 act 0.1, WRN helicase inh 12.0%, EPAC1 antag -2.4%, PLK1 PBD inh -3.5%, Abeta yeast res -29.4%, EPAC1 agonist -1.0% and PI5P4Ka inh 3.5.
O=S(=O)(c1ccc(Cl)cc1)N1c2ccccc2Oc2nc3ccccc3nc21 was read as IL-2 act -4.1, WRN helicase inh -25.3%, EPAC1 antag 2.0%, PLK1 PBD inh -3.0%, Abeta yeast res -9.9%, EPAC1 agonist -1.3% and PI5P4Ka inh 10.6.
For O=C(O)c1cccc2c1/C(=N/Nc1ccc([N+](=O)[O-])cc1[N+](=O)[O-])c1ccccc1-2 the results were IL-2 act -1.2, WRN helicase inh -3.7%, EPAC1 antag -7.8%, PLK1 PBD inh -7.2%, FUS yeast rescue -35.7%, Abeta yeast res -12.5%, EPAC1 agonist -11.1% and PI5P4Ka inh -21.8.
`CCCN1CCN(CCCNC(=O)CCN2C(=O)COc3ccccc32)CC1` gave IL-2 act 1.1, WRN helicase inh -0.1%, EPAC1 antag -1.6%, PLK1 PBD inh -2.4%, FUS yeast rescue -0.8%, Abeta yeast res -9.6%, EPAC1 agonist 13.1% and PI5P4Ka inh -2.8.
C=CCn1c(=O)c2c(nc3n2CCCN3Cc2ccccc2)n(C)c1=O was read as IL-2 act 0.3, WRN helicase inh -3.3%, EPAC1 antag -12.9%, PLK1 PBD inh -4.3%, FUS yeast rescue inconclusive, EPAC1 agonist 5.1% and PI5P4Ka inh 1.1.
For CC1CCN(C(=O)c2[nH]cnc2C(=O)N2CCN(C(=O)OC(C)(C)C)CC2)CC1 the results were IL-2 act 0.1, WRN helicase inh 4.8%, EPAC1 antag 3.0%, PLK1 PBD inh 4.3%, FUS yeast rescue -16.7%, Abeta yeast res 1.6%, EPAC1 agonist 8.4% and PI5P4Ka inh -1.6.
Screening COc1ccc(Nc2nc(C)c(C(C)=O)s2)cc1 returned IL-2 act -0.1, WRN helicase inh 0.1%, EPAC1 antag -0.3%, PLK1 PBD inh 3.3%, FUS yeast rescue -29.4%, Abeta yeast res -4.5%, EPAC1 agonist -10.1% and PI5P4Ka inh -1.3.

Overlap with the part before: 2 compounds, followed by the next part.
For CC1CCN(C(=O)c2[nH]cnc2C(=O)N2CCN(C(=O)OC(C)(C)C)CC2)CC1 the results were IL-2 act 0.1, WRN helicase inh 4.8%, EPAC1 antag 3.0%, PLK1 PBD inh 4.3%, FUS yeast rescue -16.7%, Abeta yeast res 1.6%, EPAC1 agonist 8.4% and PI5P4Ka inh -1.6.
Screening COc1ccc(Nc2nc(C)c(C(C)=O)s2)cc1 returned IL-2 act -0.1, WRN helicase inh 0.1%, EPAC1 antag -0.3%, PLK1 PBD inh 3.3%, FUS yeast rescue -29.4%, Abeta yeast res -4.5%, EPAC1 agonist -10.1% and PI5P4Ka inh -1.3.
For Cc1ccc(C2c3c(oc4ccccc4c3=O)C(=O)N2c2nnc(C(C)C)s2)o1 (centres undefined) the results were IL-2 act -2.2, WRN helicase inh -2.9%, EPAC1 antag inconclusive, PLK1 PBD inh -3.1%, FUS yeast rescue -8.1%, Abeta yeast res -0.9%, EPAC1 agonist 0.4% and PI5P4Ka inh 7.6.
Screening COc1ccccc1C(=O)Nc1nnc(SCC(=O)NCc2ccco2)s1 returned IL-2 act -1.4, WRN helicase inh -2.3%, EPAC1 antag 17.9%, PLK1 PBD inh 1.7%, FUS yeast rescue 1.8%, Abeta yeast res -8.6%, EPAC1 agonist -3.2% and PI5P4Ka inh -5.9.
Screening O=C(O)COc1ccccc1/C=N/NC(=O)c1cc(-c2ccc(F)cc2)nc2ccccc12 returned IL-2 act 0.1, WRN helicase inh -30.8%, EPAC1 antag -17.8%, PLK1 PBD inh -23.6%, FUS yeast rescue 25.2%, Abeta yeast res -12.8%, EPAC1 agonist -2.1% and PI5P4Ka inh 3.5.
Screening COCCCNC(=O)/C(C#N)=C/c1c(N2CCN(c3ccccc3)CC2)nc2c(C)cccn2c1=O returned IL-2 act -0.2, WRN helicase inh -0.9%[11.6 µM], EPAC1 antag -3.6%, PLK1 PBD inh inconclusive, FUS yeast rescue inconclusive, Abeta yeast res -23.1%, EPAC1 agonist 11.2% and PI5P4Ka inh -7.2.
For N#CCc1nc(C(c2ccccc2)c2ccccc2)no1 the results were IL-2 act 1.4, WRN helicase inh -2.8%, EPAC1 antag -2.6%, PLK1 PBD inh 9.2%, FUS yeast rescue 5.7%, Abeta yeast res 3.3%, EPAC1 agonist -2.3% and PI5P4Ka inh -14.7.
Screening CC1=C(C(N)=O)C(c2ccc(F)cc2)n2nc(CCCO)nc2N1 (centres undefined) returned IL-2 act 7.1, WRN helicase inh -2.4%, EPAC1 antag -4.7%, PLK1 PBD inh 1.4%, FUS yeast rescue -15.0%, Abeta yeast res 3.2%, EPAC1 agonist 5.4% and PI5P4Ka inh 9.5.
Screening CC1C2C(C)N(C)C(=O)N(C)C2N(C)C(=O)N1C (centres undefined) returned IL-2 act 0.8, WRN helicase inh 4.0%, EPAC1 antag -2.8%, PLK1 PBD inh inconclusive, Abeta yeast res -5.9%, EPAC1 agonist -1.2% and PI5P4Ka inh -1.9.
For O=C(Cn1nnc(-c2ccccc2)n1)N/N=C/c1cccc([N+](=O)[O-])c1O the results were IL-2 act 0.9, WRN helicase inh -5.6%, EPAC1 antag -1.4%, PLK1 PBD inh -14.9%, FUS yeast rescue -12.4%, Abeta yeast res -7.9%, EPAC1 agonist 7.8% and PI5P4Ka inh -22.0.
`Cc1nc(N2CCCCC2)nc(N2CCCCC2)c1C=O` gave IL-2 act 6.3, WRN helicase inh 3.6%[57.1 µM], EPAC1 antag 5.6%, PLK1 PBD inh -14.4%, FUS yeast rescue -2.1%, Abeta yeast res -4.9%, EPAC1 agonist 4.1% and PI5P4Ka inh 11.1.
For COc1ccc(-c2cc(C)no2)cc1S(=O)(=O)NCCCN(C)Cc1ccccc1 the results were IL-2 act -2.7, WRN helicase inh 1.9%[57.1 µM], EPAC1 antag 14.2%, PLK1 PBD inh -3.2%, FUS yeast rescue 13.9%, Abeta yeast res 9.5%, EPAC1 agonist -2.3% and PI5P4Ka inh -5.4.
Screening Nc1ccc2c(c1)OC1(CCCCC1)O2 returned IL-2 act -1.9, WRN helicase inh -31.2%, EPAC1 antag -13.2%, PLK1 PBD inh -7.7%, FUS yeast rescue 11.9%, Abeta yeast res -3.5%, EPAC1 agonist -9.0% and PI5P4Ka inh -23.3.
`c1ccc(Cn2c(Nn3cnnc3)nc3ccccc32)cc1` gave IL-2 act -2.3, WRN helicase inh -16.7%, EPAC1 antag 7.0%, PLK1 PBD inh -12.1%, FUS yeast rescue 0.4%, Abeta yeast res 12.3%, EPAC1 agonist 6.4% and PI5P4Ka inh -0.5.
Screening O=C(CCN1CCN(c2ccccc2F)CC1)Nc1ccc(F)cc1 returned IL-2 act 1.2, WRN helicase inh -0.5%, EPAC1 antag -4.2%, PLK1 PBD inh 1.4%, FUS yeast rescue -16.9%, Abeta yeast res -1.2%, EPAC1 agonist -9.2% and PI5P4Ka inh -5.6.
COC(=O)c1ccc(COc2ccccc2/C=C/C(=O)c2ccc(OCC(=O)O)cc2)cc1 was read as IL-2 act 0.2, WRN helicase inh inconclusive, EPAC1 antag inconclusive, PLK1 PBD inh -17.0%, FUS yeast rescue 12.4%, Abeta yeast res 1.7%, EPAC1 agonist 5.6% and PI5P4Ka inh 2.7.
Screening CC(=O)Nc1ccccc1NC(=O)C/C(C)=N/NC(=O)c1ccc([N+](=O)[O-])c(Cl)c1 returned IL-2 act -1.7, WRN helicase inh -10.9%, EPAC1 antag -6.4%, PLK1 PBD inh 0.6%, FUS yeast rescue 11.0%, Abeta yeast res -6.1%, EPAC1 agonist -0.5% and PI5P4Ka inh 1.6.
For Cn1c(NCc2c(O)ccc3ccccc23)nc2ccccc21 the results were IL-2 act -1.0, WRN helicase inh -10.0%, EPAC1 antag -18.3%, PLK1 PBD inh 0.8%, FUS yeast rescue -0.3%, Abeta yeast res 16.6% and EPAC1 agonist inconclusive.
`COC(=O)C1=C(C)NC(=O)C1(NC(=O)CN1CCCC1=O)C(F)(F)F` (centres undefined) gave IL-2 act -1.8, WRN helicase inh -15.9%, EPAC1 antag -9.0%, PLK1 PBD inh 1.0%, FUS yeast rescue -57.0%, Abeta yeast res 15.4%[9.22 µM], EPAC1 agonist 2.2% and PI5P4Ka inh 4.9.
Screening O=C(NC1CCCCC1)c1cc2c(cc1Cl)N1CCCCCC1=NS2(=O)=O returned IL-2 act -1.3, WRN helicase inh -0.8%, EPAC1 antag -22.9%, PLK1 PBD inh -1.9%, FUS yeast rescue 32.1%, Abeta yeast res -1.5%, EPAC1 agonist -5.6% and PI5P4Ka inh 3.7.
Screening Cc1ccc(C)c(OCCC(=O)OCC(=O)N2CCN(c3ccccc3)CC2)c1 returned IL-2 act 0.2, WRN helicase inh -20.2%, EPAC1 antag -20.3%, PLK1 PBD inh -1.9%, Abeta yeast res -29.3%, EPAC1 agonist 4.1% and PI5P4Ka inh 16.1.
Cc1cccc(C)c1NC(=O)C(CCc1ccccc1)n1c(=O)c(-c2cc3ccccc3[nH]2)nc2ccccc21 (centres undefined) was read as IL-2 act -0.5, WRN helicase inh -14.1%, EPAC1 antag -0.5%, PLK1 PBD inh -12.7%, FUS yeast rescue inconclusive, Abeta yeast res inconclusive, EPAC1 agonist 4.1% and PI5P4Ka inh 0.6.
`C/C(=N\O)c1ncc(C(F)(F)F)cc1Cl` gave IL-2 act 0.3, WRN helicase inh -2.6%, EPAC1 antag 15.5%, PLK1 PBD inh -22.6%, FUS yeast rescue 11.8%, Abeta yeast res -18.7%, EPAC1 agonist 2.3% and PI5P4Ka inh 2.3.

Bioassay records deposited in PubChem by National Center for Advancing Translational Sciences (NCATS).
